Assay outcomes from PubChem BioAssay.
RMI-FANCM inh: inhibitors of human RMI core complex binding to FANCM MM2. Fluorescence polarization, RMI core complex with F-MM2 peptide; hits give low values. FP signal (polarization) at 33 µM. hit rate 0.58% among 70,000. AID 1159607; in the data active means FP signal below about 40; further: inactives centre near 61; strong numbers were not always called active; unit not given here
Numbers without * were called inactive; & = joins results of further samples.

Start of the data: the first 6 records as a preview:
RMI-FANCM inh	Structure
57	C=CCNc1nnc(Cc2ccc(F)cc2)c(=O)[nH]1
64	Cc1nc(-n2nc(-c3cccs3)cc2NC(=O)COc2ccc(Cl)cc2)[nH]c(=O)c1C
67	C=CCN1C(=O)C(C)(C)COc2cc(NC(=O)CC)ccc21
60	Cc1nn2c(nc1=O)SCC(c1ccccc1)=N2
65	CN(C)C(C#N)c1ccccc1 (configuration not stated)
62	C=CCNC(=O)c1ccc(COc2ccccc2Cl)o1

This part in full, from the start:
RMI-FANCM inh	Structure
57	C=CCNc1nnc(Cc2ccc(F)cc2)c(=O)[nH]1
64	Cc1nc(-n2nc(-c3cccs3)cc2NC(=O)COc2ccc(Cl)cc2)[nH]c(=O)c1C
67	C=CCN1C(=O)C(C)(C)COc2cc(NC(=O)CC)ccc21
60	Cc1nn2c(nc1=O)SCC(c1ccccc1)=N2
65	CN(C)C(C#N)c1ccccc1 (configuration not stated)
62	C=CCNC(=O)c1ccc(COc2ccccc2Cl)o1
67	CCOC(=O)N1CCN(S(=O)(=O)c2ccc(C(=O)Nc3sc4c(c3C#N)CC(C)(C)NC4(C)C)cc2)CC1
61	Cc1cc(NC(=O)c2cncc(Br)c2)c2cc(Br)ccc2n1
64	COc1ccc(Nc2nc(NCCN(C)C)nc3c2cnn3-c2ccccc2)cc1
62	COC(=O)c1ccc2c(=O)n(Cc3ccc(C(=O)NCc4ccccc4Cl)cc3)c(=S)[nH]c2c1
60	COCCNC(=O)c1cccc(NS(=O)(=O)c2cccc3cccnc23)c1
45	COc1c(O)cc2oc3cc(O)c(CC=C(C)C)c(O)c3c(=O)c2c1CC=C(C)C
52	NNC(=O)c1ccc(CNC(=O)C(Cl)Cl)cc1
56	Cn1c(=O)c2c3nc4ccc(F)cc4cc3c(=O)n(C)c2n(C)c1=O
64	O[N+]1=CC=CCC1=S.On1ccccc1=S.[Zn]
54	O=C(Nc1ccc(N2CCN(c3ccc(C(F)(F)F)cn3)CC2)nc1)c1ccc(Cl)cc1
65	CCOC(=O)C(NC(C)=O)(OCc1ccc(F)cc1)C(F)(F)F (configuration not stated)
72	COc1ccc(-c2ccc(=O)n(CCCC(=O)Nc3cccc(Cl)c3C)n2)cc1OC
61	COC(=O)C[C@H]1C(C)(C)C(=O)[C@@H]2CC3C4=CC(=O)O[C@@H](c5ccoc5)[C@]4(C)CCC3[C@@]1(C)C2=O (some centres not stated)
59	Cc1ccc(Cl)cc1N1C(=O)c2cccnc2C1=O
74	O=C(c1ccccc1)N1CCCc2ccc(NS(=O)(=O)Cc3ccc(Cl)cc3)cc21
67	CCOC(=O)c1sc(=NC(=O)c2ccc(Cl)s2)n(C)c1C
59	O=C(CSc1ccc(S(=O)(=O)C(F)(F)F)cc1[N+](=O)[O-])NC1CCS(=O)(=O)C1 (configuration not stated)
75	O=C(NN1C(=O)/C(=C\c2cccc3ccccc23)SC1=S)C(c1ccccc1)c1ccccc1
61	CC(C)N1CCC(CNC(=O)c2cccc(F)c2)CC1
105	Cc1cc(NC(=O)c2ccc3c(c2)OCCO3)n(-c2nc3ccc(F)cc3s2)n1
58	Cc1ccn(-c2ccc(Nc3ccc(NC(=O)c4ccccc4Br)cc3)nn2)n1
90	CCCN1CCCc2cc(CCNS(=O)(=O)c3ccc(OCC)c(C)c3)ccc21
59	CSC(=CC(=O)c1nccs1)SC
69	O=C(Cc1cc(-c2cccs2)on1)NCCCn1ccnc1

For convenience, some entries already given.
RMI-FANCM inh	Structure
61	Cc1cc(NC(=O)c2cncc(Br)c2)c2cc(Br)ccc2n1
64	COc1ccc(Nc2nc(NCCN(C)C)nc3c2cnn3-c2ccccc2)cc1
62	COC(=O)c1ccc2c(=O)n(Cc3ccc(C(=O)NCc4ccccc4Cl)cc3)c(=S)[nH]c2c1
60	COCCNC(=O)c1cccc(NS(=O)(=O)c2cccc3cccnc23)c1

(continued)
RMI-FANCM inh	Structure
56	CCN(CC)S(=O)(=O)c1ccc(C(=O)Oc2cc(C)[nH]c(=O)c2[N+](=O)[O-])cc1
61	Cc1cc(C)nc(NC(=S)c2ccc(NC(=O)/C=C/C(=O)O)cc2)n1
65	O=C(CCCS(=O)(=O)Cc1ccccc1)N(Cc1ccccc1)c1nc2c(F)cc(F)cc2s1
59	COc1ccc(-c2cc(=O)c3ccc(OC)cc3o2)cc1
64	COc1ccc2c(=O)c3c(=O)n(-c4ccc(C)cc4)c(C)nc3oc2c1
58	CN(C)CCSC(=S)NC1CCCCCCC1
61	O=C(CSc1nnc(-c2ccco2)n1-n1cccc1)Nc1ccc(F)c(Cl)c1
73	CCCNC(=O)C(=O)NCC1CCN(C(C)C)CC1
58&55&58	Cc1cc2cc(CNC(=O)NC3CC(=O)N(c4ccccc4)C3)ccc2[nH]1 (configuration not stated)
55	O=C1c2ccccc2C(=O)N1CN1CCC(O)(c2ccc(Cl)cc2)CC1
58	O=c1cc(-c2ccc(O)cc2)oc2c(C3O[C@H](CO)[C@@H](O)[C@H](O)[C@H]3O)c(O)cc(O)c12 (some centres not stated)
67	Cc1ccc(C(=O)NCC(c2ccsc2)N2CCOCC2)cc1C (configuration not stated)
62	CC(=O)N1CCc2cc(S(=O)(=O)NCCCn3ncccc3=O)ccc21
72	CCc1ccccc1NC(=O)C(=O)NCC1CCN(Cc2cccs2)CC1
60	CCCCC(=O)Nc1cc(=O)n(C)c(=O)n1C
65	COc1ccccc1OCC(=O)NCC(c1ccsc1)N1CCc2ccccc2C1 (configuration not stated)
66	COC(=O)c1c(-c2cccs2)csc1NC(=O)c1cccs1
46	CCOC(=O)c1cc2c(C)nccn2c1
61	CCn1c(NCc2ccccc2)nc2ccccc21
56	COc1ccc(NNC(N)=S)cc1
63	CN(C)/C=N\n1cnc2nccnc2c1=O
58	O=C(Nc1ccc(Br)cc1F)c1ccc(N2CCCCS2(=O)=O)cc1
54	O=C(c1ccc(C(F)(F)F)cc1)N1CCN(c2ccc(N3CCOCC3)nn2)CC1
71	Nc1nc(-c2cc3ccccc3o2)cs1
54	O=C(/C=C/c1ccco1)c1c(-c2ccccc2)c2cc(Br)ccc2[nH]c1=O
57	O=[N+]([O-])c1cc(/C=N\N2CCOCC2)cs1
53	C/C(CC1(CC(C)C)CCCCC1)=N/NC(N)=O
54	Cc1cc(NC(=O)C(=O)N2CCCCCC2)n(-c2nc(C)c(C)c(=O)[nH]2)n1
66	Cc1nc2ccc(NC(=O)c3cc4ccccc4oc3=O)cc2c(=O)n1-c1ccc(Cl)cc1
70	CCOc1cccc2cc(C(=O)Nc3nnc(Cc4cccs4)o3)oc12

An excerpt from above in order of formula weight, largest number first:
RMI-FANCM inh	Structure
62	CC(=O)N1CCc2cc(S(=O)(=O)NCCCn3ncccc3=O)ccc21
71	Nc1nc(-c2cc3ccccc3o2)cs1
46	CCOC(=O)c1cc2c(C)nccn2c1

Additional entries follow.
RMI-FANCM inh	Structure
59	O=S(=O)(c1cccc2nsnc12)N1CCc2ccccc21
63	COC(=O)c1ccccc1NC(=O)c1ccc(-n2nncc2C)cc1
58	CCOC(=O)N/N=C\c1cccc([N+](=O)[O-])c1
66	Oc1ccccc1C=NCC1CCC(CN=Cc2ccccc2O)CC1 (configuration not stated)
56	O=C1c2nccnc2C(=O)N1c1cc(Cl)c(-n2cccc2)cc1Cl
54	COC1=C(OC)C(=O)C(C/C=C(\C)CC/C=C(\C)CC/C=C(\C)CC/C=C(/C)CC/C=C(\C)CC/C=C(\C)CC/C=C(\C)CC/C=C(\C)CC/C=C(\C)CCC=C(C)C)=C(C)C1=O
59	O=C(NC(=S)N1CCN(c2ccc(F)cc2)CC1)c1ccccc1
63	O=C(CCn1cnc2c(cnn2-c2ccccc2)c1=O)Nc1nccs1
76	COc1ccc(CC(=O)Nc2ccc(-c3cn4c(C)csc4n3)cc2)cc1
64	CCc1nccn1S(=O)(=O)c1cc(C)c(C)cc1OC
68	CC1C(=O)NCCN1C(=O)CCCSc1ccccc1 (configuration not stated)
50&57&51	CN1CCN2c3ccccc3Cc3ccccc3C2C1 (configuration not stated)
55	COCCNC(=O)c1cn(C)nc1OC
49	Cn1[nH]c2c(c1=O)CSCC2
84	CCCCc1ccc(NC(=O)Cn2cnc3c(-c4ccccc4)csc3c2=O)cc1
73	COC(=O)c1sc(NC(=O)c2ccccc2)c(C#N)c1C
56	COc1cc2sc(=NC(=O)c3ccc([N+](=O)[O-])s3)n(C)c2cc1OC
69	O=C(NCC1(c2cccs2)CCCC1)c1ccc(F)cc1Cl
63	O=c1[nH]c(O)c(C=C2C=Nc3ccccc32)c(=O)[nH]1
57&58	CCc1c(C)[nH]c2c1C(=O)C(CN1CCOCC1)CC2 (configuration not stated)
81	Cc1cc(SCC(=O)Nc2ccc(F)c(Cl)c2)nc2ccccc12
60	O=C(CSc1nnc(Cn2c(=O)sc3ccccc32)n1CCc1ccccc1)Nc1ccccc1C(F)(F)F
65	Cc1cc(C)[n+](C)n1-c1ccccc1
57&54&59	O=C1CC2(CCCC2)CC(=O)N1CCCCN1CCN(c2ncccn2)CC1
57	C=CC(=O)N1CN(C(=O)C=C)CN(C(=O)C=C)C1
69	O=C1NNC(c2ccccc2)=N/C1=C\c1ccccc1Cl
60	C/C(=C/C(=O)O)C(=O)Nc1ccc(I)cc1
63	Fc1ccc(-c2ccc(-c3cc(-c4ccccc4)nnc3-c3ccccc3)o2)cc1Cl
53	Cn1cc(C(=O)Nc2cc(F)ccc2F)c(C(F)(F)F)n1
67	Cc1ccc(-c2ccc(=O)n(CCCNS(=O)(=O)c3cccnc3)n2)cc1
65	CCOC(=O)N1CCN(CC(O)COc2ccc(-c3ccccc3)cc2)CC1 (configuration not stated)
61	CCc1ccccc1NC(=O)c1ccc(=O)n(C)n1
55	Cc1noc(C)c1S(=O)(=O)N1CCN(C(=O)C2COc3ccccc3O2)CC1 (configuration not stated)
61	COc1ccc(Cl)cc1NC(=O)C(=O)NCCc1c[nH]c2ccccc12
56	C[C@@H]1C(=O)NC2=Nc3cccc(Cl)c3CN21
60	CN1C=CC=C/C1=C\N=O
64	O=C(Nc1cccc(N2CCCCC2=O)c1)c1ccc(-c2ccccc2)cc1
57	CC(C)n1c(Sc2c([N+](=O)[O-])ncn2C)nc2cc(Cl)ccc21
73	COc1ccc(NC(C)=O)cc1NC(=O)CCCn1nc(-c2ccc(F)cc2)ccc1=O
60	CCOc1cc(C2NC(=O)NC(C)=C2C(=O)Nc2cc(C)cc(C)c2)ccc1O (configuration not stated)
60	O=C(NCc1cccs1)C1(c2cccs2)CCCC1
59	OCC#Cc1ccc(-c2cccnc2)s1
63	CS(=O)(=O)c1ccc(-c2nnc(SCCCN3C(=O)c4cccc5cccc(c45)C3=O)o2)cc1
55	CCC(=O)Nc1ccc(S(=O)(=O)Nc2ccc3c(c2)CC(=O)N3)c(C)c1
72	Cc1ccc(C(=O)Nc2nnc(C3=COCCO3)o2)cc1C
62	CCOc1cc(C)c(S(=O)(=O)NCc2cccnc2)cc1C
58&60	O=C(O)C1=C[C@@H](O)[C@@H](O)[C@H](O)C1
56	CC(C)(C)c1csc(N)c1C#N
63	Nc1ccc(Br)cc1C(O)c1ccccc1Cl (configuration not stated)
68	Cc1ccc(CCC(=O)Nc2ccc(NC(=O)CCc3ccc(C)o3)cc2)o1
61	Cc1ccc(S(=O)(=O)NCc2c(-c3ccccc3)c3cc(Cl)ccc3[nH]c2=O)cc1
56	Cn1c(=NC(=O)/C=C/c2cccc([N+](=O)[O-])c2)sc2cccc(F)c21
54	Cc1nccn1CC(=O)N/N=C\c1cccn1C
71	COc1cc(OC)cc(-c2noc(C3CCN(S(=O)(=O)c4cccs4)CC3)n2)c1
64	CCOc1ccc(-c2nnc(SCC(=O)Nc3cc(C)on3)o2)cc1
77	Cc1nnsc1-c1onc(C)c1C(=O)O/N=C\c1cccc(Cl)c1
64	O=c1cccnn1CCNS(=O)(=O)c1ccc(F)c(C(F)(F)F)c1
70	CCc1ccc(NC(=O)c2oc3ccccc3c2NC(=O)c2cc3ccccc3oc2=O)cc1
61	N#C/C(=C\N1CCN(Cc2ccc3c(c2)OCO3)CC1)C(=O)Nc1ccc(F)cc1
79	C=CCn1c(SCc2csc(C)n2)nc2sc(C)c(C)c2c1=O

Looked up by structure from the list above (4):
RMI-FANCM inh	Structure
61	N#C/C(=C\N1CCN(Cc2ccc3c(c2)OCO3)CC1)C(=O)Nc1ccc(F)cc1
64	O=C(Nc1cccc(N2CCCCC2=O)c1)c1ccc(-c2ccccc2)cc1
55	Cc1noc(C)c1S(=O)(=O)N1CCN(C(=O)C2COc3ccccc3O2)CC1 (configuration not stated)
62	CCOc1cc(C)c(S(=O)(=O)NCc2cccnc2)cc1C

The listing continues:
RMI-FANCM inh	Structure
56	NC(=O)C1CCN(c2ccc3cccc(OCC(=O)Nc4ccc(F)cc4F)c3n2)CC1
26*	Nc1nc2ncc(=O)[nH]c2c(=O)[nH]1
44	COc1cc(C)c2c(c1C=O)Oc1c(c(C)c(O)c3c1C(O)OC3=O)OC2=O (configuration not stated)
60	Oc1cccc(/C=N/Nc2nn3cnnc3c3ccccc23)c1
57	O=c1cc[nH]c2c(C(F)(F)F)cccc12
65	Cc1ccccc1CN1CC(=O)N(Cc2ccccc2F)c2ccccc2S1(=O)=O
61	COC(=O)C[C@H]1C(C)(C)C(=O)[C@@H]2CC3=C4CC(=O)O[C@@H](c5ccoc5)[C@]4(C)CCC3[C@@]1(C)C2=O (some centres not stated)
53	CC(=O)c1cccc(S(=O)(=O)NCCc2csc(-c3ccc(C(F)(F)F)cc3)n2)c1
56	CN1CCCc2cc(C(CNC(=O)C(=O)NCc3ccc4c(c3)OCO4)N(C)C)ccc21 (configuration not stated)
69	CCCN1CCCc2cc(CCNC(=O)COc3ccc(F)cc3)ccc21
61	COc1ccc(OC)c(NC(=S)NCc2ccco2)c1
67	CCCN1CCCc2cc(CCNC(=O)C(=O)NC(C)C)ccc21
52	CC(C)(C)c1nc2scc(-c3ccc(Cl)cc3)n2n1

The list is partial (hit frequency here may not be typical).
